Source: PubChem
Cneo AK release – Cryptococcus neoformans lysis via adenylate kinase release; C. neoformans lysis, adenylate kinase release luminescence, 4 h; normalised: neutral wells 0, clomiphene wells 100; lysis activity, % at 15 µM; actives 0.2% (n = 360,000);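 active = mean lysis activity across replicates of at least 80%, whatever share of replicates individually reach that level; inactive = mean lysis activity below 80%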
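Signal: Adenylate kinase release luminescence | Assay system: Log-phase Cryptococcus neoformans yeast cells | Input: Cells at 5 × 10^6 per mL | Buffer or medium: Fresh YPD growth medium | Compound: Single dose | Schedule: Static 4 h at 37 °C with compound, 1 h detection | Controls: Clomiphene | Read-out: Luminescence rise reflecting yeast cell lysis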
esBAF inh – inhibitors of esBAF chromatin remodeling in mouse ES cells | Bmi1-luciferase knock-in reporter, 24 h; 100% = twice the neutral-well signal | actives 2% (n = 350,000) | reporter increase, % at 12.5 µM | AID 602393; in the data active = activation above about 40%;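 also: 0% = median of the plate's neutral control wells and 100% = double that signal; a rise in the Bmi1 reporter signal indicates esBAF inhibition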
SIRT5 inh – blocks human SIRT5 desuccinylation of peptide; Q9NXA8; inhibition, % at 15 µM; Purified SirT5, succinyl-peptide AMC, trypsin-coupled fluorescence; actives 1.1% (n = 330,000); in the data active = inhibition above about 15%
Target sequence (Q9NXA8 whole entry, looked up): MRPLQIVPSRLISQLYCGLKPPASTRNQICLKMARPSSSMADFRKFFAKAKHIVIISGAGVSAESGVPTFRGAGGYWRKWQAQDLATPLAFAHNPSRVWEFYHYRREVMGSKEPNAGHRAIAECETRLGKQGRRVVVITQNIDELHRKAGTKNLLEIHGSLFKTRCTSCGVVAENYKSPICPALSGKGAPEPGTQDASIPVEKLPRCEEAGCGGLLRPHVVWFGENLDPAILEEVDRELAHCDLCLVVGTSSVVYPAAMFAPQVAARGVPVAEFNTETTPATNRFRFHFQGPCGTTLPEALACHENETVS
ARNT TACC3 PPI – disrupts binding between human ARNT and TACC3. Q9Y6A5. AlphaScreen His-ARNT PAS-B/GST-TACC3 binding, luminescence; TACC3 fragment carries E629A point mutation. actives 0.66% (n = 390,000). AID 623870. inhibition, % at 9.99 µM;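 active = mean inhibition of replicates at least 50% and at least half of replicates each reaching 50%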;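 also: 0% = complete ARNT plus TACC3 wells and 100% = ARNT alone without TACC3; many hits fall short of the cut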
C2C12 statin – suppressors of simvastatin-induced myotoxicity in C2C12 myotubes. ATP luminescence, 48 h; scaled: DMSO 0, geranylgeraniol control 100. rescue of ATP level, % at 7.49 µM. actives 0.78% (n = 330,000). AID 602340;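 active = mean ATP rescue above about 67%, or every replicate alone reaching that limit, limit read from the data, passing the limit was not always enough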;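 also: myotubes were challenged with 10 µM simvastatin during compound exposure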
ERp5 block – ERp5 (human) disulfide isomerase inhibition | AID 651711 | Q15084 | inhibition, % at 9.99 µM | actives 0.05% (n = 350,000) | ERp5 insulin aggregation, absorbance 650 nm, 90 min;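 active = mean replicate inhibition above about 25%, with every replicate also reaching it, limit read from the data, passing the limit was not always enough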
Target sequence (Q15084 whole entry, looked up): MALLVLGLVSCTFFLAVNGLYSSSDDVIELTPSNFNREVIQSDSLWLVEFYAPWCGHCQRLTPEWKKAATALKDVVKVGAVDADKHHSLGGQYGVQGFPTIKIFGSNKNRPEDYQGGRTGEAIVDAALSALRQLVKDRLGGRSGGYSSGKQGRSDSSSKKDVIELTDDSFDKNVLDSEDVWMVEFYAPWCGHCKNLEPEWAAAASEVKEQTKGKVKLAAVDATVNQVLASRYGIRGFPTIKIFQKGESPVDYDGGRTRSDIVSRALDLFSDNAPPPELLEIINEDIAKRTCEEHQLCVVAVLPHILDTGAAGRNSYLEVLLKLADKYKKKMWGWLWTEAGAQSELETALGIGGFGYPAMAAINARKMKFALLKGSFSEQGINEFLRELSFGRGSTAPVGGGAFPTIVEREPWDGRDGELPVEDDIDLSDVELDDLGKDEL
miR-122 sensor – blocks miR-122 activity in Huh7 sensor cells | Huh7 miR-122 Renilla luciferase sensor, 48 h; neutral wells = 0, positive control = 100 | activation (reporter increase), % at 12.5 µM | actives 0.3% (n = 340,000) | AID 602342;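 active = mean replicate activation score at least 90 and every replicate individually at or above 90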;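 also: higher luciferase means less miR-122 activity so hits act as miR-122 inhibitors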
The depositor's hits bear a star; . = no result given; [ ] = dose if it differs, or a comment.

compound	Cneo AK release	esBAF inh	SIRT5 inh	ARNT TACC3 PPI	C2C12 statin	ERp5 block	miR-122 sensor
CC(C)CCN(CCC(C)C)C(CO)(CO)CO	.	6	1	32	2	1	4
CCCNC(=O)N1C[C@H](C)[C@H](OC)CN(C)C(=O)c2ccc(NC(=O)C3CCC3)cc2OC[C@H]1C	-2	-4	2	-3	5	1	.
CN(CC(=O)NCc1ccccn1)S(=O)(=O)c1ccc2ccccc2c1	-1	-9	-5	-7	5	-12	0
COc1cccc(-c2cc3nc(NCc4ccccc4F)n(C)c(=O)c3s2)c1	-1	14	-4	.	0	-5	0
COCOc1cccc(CN2CCC(C)(Oc3ccc(C(C)=O)cc3)C2)c1 (stereo not drawn)	7	-3	-2	.	1	1	.
CCOc1ccc(Nc2cc(=O)n(C)c(=O)n2C)cc1	.	-7	.	0	22	.	-8
CCOC(=O)c1cc2sccc2n1CC(=O)OC(C)C	0	0	1	33	18	-6	-8
CC(C)NC(=O)N1[C@@H]2CN(C(=O)C3CCC3)c3ccccc3[C@@H]2[C@@H]1CO	-2	4	-4	0	12	1	10[16.7 µM]
CCC(=O)Nc1c2c(nn1-c1ccc(C)cc1)CS(=O)(=O)C2	-7	-5	1	3	11	2	-3
Cc1ccccc1-c1ccc2c(c1)O[C@@H](CN(C)C(=O)Nc1ccc(F)cc1)[C@H](C)CN([C@@H](C)CO)S2(=O)=O	8	-3	-1	-9	-39	5	-17[16.7 µM]
CCOC(=O)C1CCN(C(=O)c2cc3c(OC)c(OC)c(OC)cc3[nH]2)CC1	1	-4	2	17	12	-1	.
COC(=O)c1c(NC(=O)CCCC(=O)O)sc(C)c1C	0	-8	.	5	.	.	-1
O=C(Nc1ccccc1F)C1CCCN1S(=O)(=O)c1cccc2nsnc12 (stereo not drawn)	4	2	3	7	0	5	-6
O=C(CC1CC1)N1CC[C@@H]2[C@H]1c1cc(-c3cccc(F)c3)ccc1N[C@@H]2CO	10	-5	11	5	21	-4	-2[16.7 µM]
CCOC(=O)C1=C(C)NC(=O)NC1c1ccc(N(CC)CC)cc1 (stereo not drawn)	-1	12	-3	-3	10	-3	1

Next entries
compound	Cneo AK release	esBAF inh	SIRT5 inh	ARNT TACC3 PPI	C2C12 statin	ERp5 block	miR-122 sensor
C[C@@H]1CN([C@@H](C)CO)C(=O)c2cc(NC(=O)Nc3ccc4c(c3)OCO4)ccc2O[C@@H](C)CCCCO[C@@H]1CN(C)Cc1ccccc1	1	-3	7	6	21	-6	1[16.7 µM]
COCC(=O)Nc1ccc2c(c1)[C@H]1C[C@H](CC(=O)N3CCOCC3)O[C@H](CO)[C@H]1O2	58	-3	0	7	5	-1	0[16.7 µM]
CN(C1CCCCC1)S(=O)(=O)c1ccc(C(=O)Nc2sc3c(c2C(N)=O)CC(C)(C)NC3(C)C)cc1	-1	-2	1	3	-1	-10	3
CC(C)(C)NC(=O)COC(=O)CCC(=O)c1cccs1	.	.	10	-7	.	-1	.
O=C(C[C@H]1C[C@@H]2c3cc(NC(=O)C4CCOCC4)ccc3O[C@@H]2[C@@H](CO)O1)NCc1ccccc1	-4	-3	-8	-2	3	-1	1[16.7 µM]
Nc1oc2ccccc2c(=O)c1-c1ccc2c(c1)OCO2	-2	30	0	8	3	3	-1
Cc1cc(C)nc(SCc2nnc(SCC(=O)Nc3ccccc3C)n2Cc2ccco2)n1	-1	1	.	-1	2	.	61
c1ccc(N=Nc2ccc(C3=NCCO3)cc2)cc1	-6	-36	-1	.	-18	-1	-10
CN1/C(=C\C=[N+](C)c2ccccc2)C(C)(C)c2ccccc21	0	-30	.	-4	-27	.	-3
Cc1ccc(N(Cc2cc3cccc(C)c3[nH]c2=O)S(=O)(=O)c2ccccc2)c(C)c1	1	-4	.	-4	27	.	0
COc1ccc(CNC(=O)N2CCN(c3cccc(C)c3C)CC2)cc1OC	0	4	-3	.	8	4	-7
O=C(NCC1CC1)[C@@H]1[C@@H](CO)[C@@H]2Cn3c(ccc(-c4cccnc4)c3=O)[C@H]1N2C(=O)C1CCCCC1	-2	-2	-37	-10	-9	-3	2[16.7 µM]
CCc1nnc(NS(=O)(=O)c2ccc(NC(=O)/C=C/c3ccc(F)cc3)cc2)s1	-1	.	.	4	.	-3	-4
C=CCN1C=CC(=C/C=C(/C#N)C(=O)OCC)C=C1	-8	-15	.	1	3	.	-5
COc1ccccc1N1CCN(C(=O)c2ccco2)CC1	0	1	-4	-1	2	0	0

Fetched by structure from the entries so far (7):
compound	Cneo AK release	esBAF inh	SIRT5 inh	ARNT TACC3 PPI	C2C12 statin	ERp5 block	miR-122 sensor
CN(C1CCCCC1)S(=O)(=O)c1ccc(C(=O)Nc2sc3c(c2C(N)=O)CC(C)(C)NC3(C)C)cc1	-1	-2	1	3	-1	-10	3
COc1ccccc1N1CCN(C(=O)c2ccco2)CC1	0	1	-4	-1	2	0	0
CC(C)(C)NC(=O)COC(=O)CCC(=O)c1cccs1	.	.	10	-7	.	-1	.
CCc1nnc(NS(=O)(=O)c2ccc(NC(=O)/C=C/c3ccc(F)cc3)cc2)s1	-1	.	.	4	.	-3	-4
O=C(NCC1CC1)[C@@H]1[C@@H](CO)[C@@H]2Cn3c(ccc(-c4cccnc4)c3=O)[C@H]1N2C(=O)C1CCCCC1	-2	-2	-37	-10	-9	-3	2[16.7 µM]
COc1ccc(CNC(=O)N2CCN(c3cccc(C)c3C)CC2)cc1OC	0	4	-3	.	8	4	-7
Cc1ccc(N(Cc2cc3cccc(C)c3[nH]c2=O)S(=O)(=O)c2ccccc2)c(C)c1	1	-4	.	-4	27	.	0

Given with values under each structure: 3 of the compounds above.
Results follow in this order: Cneo AK release | esBAF inh | SIRT5 inh | ARNT TACC3 PPI | C2C12 statin | ERp5 block | miR-122 sensor
> CCc1nnc(NS(=O)(=O)c2ccc(NC(=O)/C=C/c3ccc(F)cc3)cc2)s1
→ -1 | . | . | 4 | . | -3 | -4
> C=CCN1C=CC(=C/C=C(/C#N)C(=O)OCC)C=C1
→ -8 | -15 | . | 1 | 3 | . | -5
> COc1ccccc1N1CCN(C(=O)c2ccco2)CC1
→ 0 | 1 | -4 | -1 | 2 | 0 | 0

Later entries.
compound	Cneo AK release	esBAF inh	SIRT5 inh	ARNT TACC3 PPI	C2C12 statin	ERp5 block	miR-122 sensor
CCCc1cn(CC[C@H]2CC[C@@H](NC(=O)Nc3ccccc3F)[C@H](CO)O2)nn1	16	-5	8	.	3	-1	-3[16.7 µM]
O=C(Nc1ccc2c(c1)[C@@H]1C[C@H](CC(=O)N3CCc4ccccc4C3)O[C@@H](CO)[C@@H]1O2)C1CCOCC1	4	0	-5	0	3	10	6[16.7 µM]
CCn1ncc(Br)c1C(=O)Nc1ncc(C)s1	.	.	3	-13	.	-4	-1
CN(C)C(=O)C[C@@H]1CC[C@H]2[C@@H](COc3ccc(NS(=O)(=O)c4cccc(F)c4)cc3C(=O)N2C)O1	7	-3	-2	-7	1	2	8[16.7 µM]
CCOc1ccc(NC(=S)NC(=O)c2c(Cl)c(C)nn2C)c([N+](=O)[O-])c1	-2	.	-2	0	.	0	-11
Cc1ccc2nc(Nc3nc(CSc4nc5ccccc5s4)cc(=O)[nH]3)nc(C)c2c1	3	1	.	-7	1	.	-10
COc1ccc(NC(=O)COC(=O)CN2C(=O)C3CCCCC3C2=O)cc1OC (stereo not drawn)	1	1	-3	-11	-16	0	-2
CC(=O)N1c2ccc(S(=O)(=O)N3CCC(C(=O)Nc4cccc(C(F)(F)F)c4)CC3)cc2CC1C (stereo not drawn)	-1	-15	-3	.	4	6	-10
CCc1nnc(NC(=O)c2c(OC)cccc2OC)s1	-3	-8	.	3	41	.	-2
Cc1c(N=c2scc(-c3ccccc3)n2C)c(=O)n(-c2ccccc2)n1C	.	0	-1	-4	3	0	2
CC(=C/c1ccccc1)/C=N/n1cnnc1	1	-5	.	1	8	.	-5
O=C1CN(C(=O)COc2ccc(F)cc2Br)c2ccccc2N1	-1	11	-2	0	5	3	-2
Cc1noc(C)c1NC(=O)Nc1cccc2c1O[C@H](CN(C)Cc1ccc(C(F)(F)F)cc1)[C@@H](C)CN([C@H](C)CO)C2=O	14	3	7	0	38	2	77[16.7 µM]
CCn1c(CC(=O)Nc2ccc(C)c(Cl)c2)nnc1SCc1ccc(Cl)c(Cl)c1	-2	3	.	-2	4	.	-3
CC(=O)N(C)C[C@H]1Oc2cc(-c3ccc(F)cc3)ccc2S(=O)(=O)N([C@H](C)CO)C[C@H]1C	5	6	-3	-18	-2	-5	-8[16.7 µM]

Additional structures:
Compound,Cneo AK release,esBAF inh,SIRT5 inh,ARNT TACC3 PPI,C2C12 statin,ERp5 block,miR-122 sensor
CCCN1C[C@H](C)[C@H](OC)CN(C)C(=O)c2ccc(NS(=O)(=O)c3ccccc3)cc2OC[C@@H]1C,-1,3,-2,-11,-5,-23,1[16.7 µM]
C[C@H]1CN(S(=O)C(C)(C)C)[C@@H](CCO)/C1=C\c1ccccc1 (stereo partly drawn),2,-2,-2,-4,3,2,-4
Cc1cnc(C(=O)OCC(=O)N(C(C)C)C(C)C)cn1,4,6,.,-3,1,.,-3
Cc1cc(C)c(S(=O)(=O)CCC(C)C)c(=O)[nH]1,.,.,14,0,.,14,.
O=C(CN1CCCN(Cc2ccc(F)cc2Cl)C1=O)NC1CCCC1,4,-5,-35,-2,1,6,1
O=C(Cc1ccccc1)N/N=C/c1ccc2cccc(O)c2n1,.,.,-2,2,.,4,.
CCOc1cc2[nH]c(=S)n(Cc3ccc(C(=O)NCCCN(CC)CC)cc3)c(=O)c2cc1OCC,-2,1,-3,2,-4,3,-4
COC(=O)CN(C)C(=O)c1ccccc1OC1CCN(S(C)(=O)=O)CC1,2,-7,-4,0,2,1,-3
COCCNC(=O)Nc1ccc2c(c1)N(C)C(=O)CS2,-1,-1,.,-11,6,.,5
O=[N+]([O-])c1ccc(/C=N/Nc2nc(NCc3ccccc3)nc(N3CCOCC3)n2)cc1,.,.,-5,1,.,-3,.
Cc1csc(NC(=O)CSc2sc3c(O)cc(=O)[nH]c3c2C#N)n1,0,5,42*,14,37,0,2
COc1ccccc1NC(=O)O/N=C(\N)c1ccccc1,-4,5,2,1,9,-7,13
COc1ccc(CCNC(=O)COC(=O)c2ccccn2)cc1,0,9,-2,.,6,-8,2
Cc1noc(C)c1NC(=O)NCC[C@H]1CC[C@H](NC(=O)Cc2cccnc2)[C@H](CO)O1,3,0,-1,2,3,5,.
COc1ccc(-c2[nH]c(-c3ccc(C(=O)O)cc3)nc2-c2ccccc2)cc1,-2,-3,.,.,8,.,-7
N#C[C@H]1[C@@H](c2ccc(C#CC3(O)CCCC3)cc2)[C@@H](CO)N1C(=O)C1CCCC1,-2,2,4,-9,13,1,.
O=C(COC(=O)c1ccccc1Br)NC(=O)NCc1ccccc1,1,2,0,5,-1,4,-2
O=C1CC(c2ccccc2)n2nc(NS(=O)(=O)c3ccccc3)nc2N1 (stereo not drawn),-3,-8,.,-1,3,.,-6
COc1ccc(S(=O)(=O)N(C)C[C@@H]2Oc3ccc(NC(=O)Nc4ccc5c(c4)OCO5)cc3C(=O)N([C@@H](C)CO)C[C@@H]2C)cc1,4,0,2,2,.,.,-3[16.7 µM]
S=C(Nc1cccnc1)Nc1cccc2cnccc12,-2,-7,-5,5,-4,3,-3
CC(C)NC(=O)N(C)C[C@H]1Oc2ncc(C#Cc3ccncc3)cc2C(=O)N([C@H](C)CO)C[C@@H]1C,0,-1,.,12,23,0,-8[16.7 µM]
